# Screens from PubChem BioAssay.
# PrPC TRFRET = inhibitors of human cell surface prion protein PrPC, primary screen, cell-based, TR-FRET; TR-FRET read-out; inhibition, % at 13.8 µM; 370,000 compounds, 0.43% hits; in the data active means inhibition above about 24%; further: 0% = median of the test wells and 100% = reference compound wells
# 3CLpro inhibitor = SARS-CoV 3CLpro protease inhibitors, primary screen, biochemical, quenched FRET; Replicase polyprotein 1ab (Severe acute respiratory syndrome coronavirus), P0C6X7; recombinant SARS-CoV 3CLpro, quenched FRET peptide cleavage; inhibition, % at 6 µM; 290,000 compounds, 0.14% hits; in the data active means inhibition above about 12%
# BH1578 lux ind = inducers of Vibrio cholerae quorum light production without autoinducers, primary screen, BH1578 luxS cqsA deficient, single point; V. cholerae BH1578 lux reporter, luminescence, 6 h; activation, % at 18.7 µM; 350,000 compounds, 0.16% hits; in the data active means activation mostly above about 9.7%, no sharp cut-off; further: not every result past the cut was called active; inactives centre near 0; reference of the scale not given here
# Yp Topo-I inh = Yersinia pestis topoisomerase I inhibitors, primary screen, biochemical, cleavage product accumulation, plate reader, single point. Y. pestis Topo-I cleavage product accumulation. 360,000 compounds, 0.064% hits. activity, % at 10 µM; in the data active means activity above about 50%, passing the limit was not always enough; further: inactives centre near 2
# PfHsp40 yeast = rescue of yeast from PfHsp40 toxicity, primary screen, S. cerevisiae, ATP luminescence; 340,000 compounds, 0.68% hits; S. cerevisiae expressing PfHsp40, growth rescue; growth rescue, % at 12.5 µM; AID 504582, 2011; in the data active means growth rescue above about 28%, passing the limit was not always enough;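 further: yeast W303a lacking pdr1 and pdr3 grown in galactose medium; growth measured after three days at 30 °C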
# BoNT A protease = BoNT/A light chain protease inhibitors, primary screen, biochemical, flow cytometry, MLPCN library; multiplex microsphere protease substrate cleavage; inhibition, % at 10 µM; 360,000 compounds, 0.17% hits; AID 588499, 2011; further: plate controls were buffer without enzyme for full effect and enzyme alone for no effect
# Anthrax LF inh2 = Bacillus anthracis LF protease inhibitors, primary screen, biochemical, multiplex microsphere, MLPCN library. Lethal factor (Bacillus anthracis), P15917. multiplex microsphere protease cleavage assay. inhibition, % at 10 µM. 360,000 compounds, 0.12% hits. AID 588501, 2011; further: plate controls were buffer without enzyme for full effect and enzyme alone for no effect
# TcdB GH inh = TcdB glycohydrolase inhibitors, primary screen, biochemical, single point, plate reader; TcdB glycohydrolase enzymatic assay; inhibition, % at 9.99 µM; 350,000 compounds, 0.24% hits; in the data active means inhibition above about 10%
# Target sequence (P18177 whole entry, looked up): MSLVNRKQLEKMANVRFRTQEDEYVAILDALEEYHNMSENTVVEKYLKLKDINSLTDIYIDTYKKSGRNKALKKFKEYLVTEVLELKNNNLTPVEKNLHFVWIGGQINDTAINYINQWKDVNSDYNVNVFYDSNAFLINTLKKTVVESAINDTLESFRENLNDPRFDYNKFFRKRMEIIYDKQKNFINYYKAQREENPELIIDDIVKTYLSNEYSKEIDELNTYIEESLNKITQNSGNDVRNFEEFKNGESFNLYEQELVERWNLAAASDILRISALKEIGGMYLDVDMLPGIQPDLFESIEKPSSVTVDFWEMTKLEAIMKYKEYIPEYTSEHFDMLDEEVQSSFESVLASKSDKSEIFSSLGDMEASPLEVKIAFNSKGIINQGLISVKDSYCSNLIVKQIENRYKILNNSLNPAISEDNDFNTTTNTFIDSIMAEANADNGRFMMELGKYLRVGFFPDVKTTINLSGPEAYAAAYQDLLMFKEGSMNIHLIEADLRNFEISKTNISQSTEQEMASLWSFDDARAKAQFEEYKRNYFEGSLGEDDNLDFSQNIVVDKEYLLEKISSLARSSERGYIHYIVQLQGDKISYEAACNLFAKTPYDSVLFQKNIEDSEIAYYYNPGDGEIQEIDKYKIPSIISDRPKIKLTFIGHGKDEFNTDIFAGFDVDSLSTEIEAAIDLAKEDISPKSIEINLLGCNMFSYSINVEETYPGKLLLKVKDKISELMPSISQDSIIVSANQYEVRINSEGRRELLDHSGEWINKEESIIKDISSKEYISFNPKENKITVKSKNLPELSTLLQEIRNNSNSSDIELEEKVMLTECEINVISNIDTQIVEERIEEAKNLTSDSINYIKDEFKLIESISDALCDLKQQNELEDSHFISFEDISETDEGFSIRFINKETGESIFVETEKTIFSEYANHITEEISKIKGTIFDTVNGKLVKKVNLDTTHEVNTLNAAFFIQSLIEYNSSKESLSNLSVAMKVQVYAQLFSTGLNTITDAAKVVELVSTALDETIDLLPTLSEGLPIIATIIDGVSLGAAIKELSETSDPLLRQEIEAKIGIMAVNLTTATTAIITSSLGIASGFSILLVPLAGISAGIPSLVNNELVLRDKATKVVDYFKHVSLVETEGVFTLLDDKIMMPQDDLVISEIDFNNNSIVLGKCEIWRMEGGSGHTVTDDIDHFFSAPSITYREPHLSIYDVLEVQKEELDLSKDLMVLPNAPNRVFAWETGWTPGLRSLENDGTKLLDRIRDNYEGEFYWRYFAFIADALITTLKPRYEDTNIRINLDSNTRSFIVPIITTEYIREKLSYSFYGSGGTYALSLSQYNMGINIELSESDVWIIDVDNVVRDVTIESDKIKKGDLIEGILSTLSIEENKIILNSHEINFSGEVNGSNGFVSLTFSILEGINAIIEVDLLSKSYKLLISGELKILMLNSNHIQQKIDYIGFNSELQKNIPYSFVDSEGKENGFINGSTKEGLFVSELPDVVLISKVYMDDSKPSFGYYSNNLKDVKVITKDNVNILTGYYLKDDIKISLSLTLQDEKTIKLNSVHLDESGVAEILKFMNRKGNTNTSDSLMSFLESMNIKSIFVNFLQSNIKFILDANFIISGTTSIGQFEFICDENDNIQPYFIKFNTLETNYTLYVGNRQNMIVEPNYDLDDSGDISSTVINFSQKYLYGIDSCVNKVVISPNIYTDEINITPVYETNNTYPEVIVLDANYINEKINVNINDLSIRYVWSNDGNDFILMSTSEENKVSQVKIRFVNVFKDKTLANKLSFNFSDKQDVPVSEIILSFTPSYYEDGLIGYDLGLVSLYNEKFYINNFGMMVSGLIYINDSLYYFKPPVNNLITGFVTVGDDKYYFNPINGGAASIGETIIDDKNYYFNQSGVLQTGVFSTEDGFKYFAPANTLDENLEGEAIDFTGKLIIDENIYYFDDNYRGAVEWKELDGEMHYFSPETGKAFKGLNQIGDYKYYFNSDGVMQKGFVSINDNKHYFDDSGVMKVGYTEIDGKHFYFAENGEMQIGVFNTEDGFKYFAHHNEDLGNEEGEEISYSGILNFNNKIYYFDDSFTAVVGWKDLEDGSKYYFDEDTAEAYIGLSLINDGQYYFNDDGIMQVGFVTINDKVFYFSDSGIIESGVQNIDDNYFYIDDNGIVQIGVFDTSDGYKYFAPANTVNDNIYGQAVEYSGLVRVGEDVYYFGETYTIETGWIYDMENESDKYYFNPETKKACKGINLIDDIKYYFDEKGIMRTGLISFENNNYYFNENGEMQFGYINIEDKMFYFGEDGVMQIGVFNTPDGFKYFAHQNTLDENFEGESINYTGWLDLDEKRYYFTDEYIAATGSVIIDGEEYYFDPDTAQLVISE
# SSB-PriA inh = inhibitors of Klebsiella pneumoniae PriA binding to SSB C-terminal tail, primary screen, biochemical, AlphaScreen. PriA–SSB C-terminal tail interaction (Klebsiella pneumoniae). AID 1272365, 2023. inhibition, % at 33 µM. AlphaScreen SSBct-PriA binding, biotinylated peptide. 430,000 compounds, 0.6% hits; in the data active means inhibition mostly above about 37%, no sharp cut-off; inactive means mostly below about 20%;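 further: plate controls were negative control peptide for no effect and reference peptide for full effect; strong numbers were not always called active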
# The depositor's hits bear a star; i = inactive; · = not tested or not shown; & = joins results of further samples. Unless noted, no stated cut-off is given here; in the data, active means inhibition above about 30%; inconclusive means no clear call, values can overlap the other calls; inactive means below that. An excerpt. The share of hits here may be higher or lower than overall.
SMILES,PrPC TRFRET,3CLpro inhibitor,BH1578 lux ind,Yp Topo-I inh,PfHsp40 yeast,BoNT A protease,Anthrax LF inh2,TcdB GH inh,SSB-PriA inh
O=C(Nc1cnc2ccccc2c1)c1cccnc1,-5,1,-0.3,-6,1.1,-0.5,0,0.0,3
CC(=O)c1cc(C#N)c(SCc2ccccn2)nc1C,-2,0,i,3,-0.4,-1.3,-1,1.4,-1
CCc1cccc2c(SCC(=O)NCC3CCCO3)nc(-c3ccc(F)cc3)nc12 (stereo not given),8,1,-6.2,-3,-0.6,-0.9,-1,-0.7,-6
O=C(c1cc(COc2ccc(F)cc2F)on1)N1CCN(C(=O)c2ccco2)CC1,0,1,-0.8,15,2.2,5.6,5,-0.2,3
O=C(Nc1nnc(-c2cccs2)o1)c1cc(-c2ccccc2)nc2ccccc12,3,1,-0.1,8,-1.1,-2.1,-8,0.7,-5
O=C(CSc1nc(C2CCCCC2)nc2ccccc12)NCc1ccc2c(c1)OCO2,-9,7,-0.2,2,1.2,-0.2,-1,-0.6,-2
CC1Cc2nc(SCC(=O)N3CCc4ccccc43)n(C)c(=O)c2S1 (stereo not given),2,1,i,17,-0.3,0.4,-1,·,-9
Cc1cc(C)c(OCC(=O)N(Cc2ccc(N(C)C)cc2)C2CCS(=O)(=O)C2)c(C)c1 (stereo not given),5,-2,-1.6,-10,0.8,-13,-8,-0.7,26
CCCC(=O)NC(Nc1c(C)n(C)n(-c2ccccc2)c1=O)C(Cl)(Cl)Cl (stereo not given),5,3,i,-7,0.0,0.3,0,0.2,-8
COc1ccc2oc(=O)c(C(=O)NCc3ccc4c(c3)OCO4)cc2c1,-1,-3,-0.9,-2,0.8,1.6,-3,·,-4
Cn1c(NCc2ccco2)nc2c1c(=O)n(Cc1ccc(Cl)cc1)c(=O)n2C,6,5,-0.6,-9,0.4,-0.8,-6,·,-5
COc1nc(-c2ccccc2)ccc1-c1noc(-c2cccnc2)n1,0,-4,-0.2,0,-2.6,-2.5,-2,·,-2
Cc1c(Cl)c(C(F)(F)F)nn1CC(=O)NCc1ccccc1,-2,-1,i,-6,-0.7,0.3,2,·,-3
CCOC(=O)N(C)c1ccc(C(O)(C(=O)OC)C(F)(F)F)cc1 (stereo not given),4,-2,·,-4,-1.2,-0.6,-5,·,3
CC(=O)Nc1cccc(-c2ccnc3c2CC(C)(C(=O)NCc2ccccc2)O3)c1 (stereo not given),12,·,0.3,-3,·,0.3,-1,1.2,·
O=C(COC(=O)/C=C/c1ccccc1)NCc1ccccc1Cl,-3,3,-0.4,-13,-1.3,1.0,1,0.4,-22
Cc1cccc(NC(=S)NCC(c2cccnc2)N(C)C)c1 (stereo not given),-3,1,-0.2,0,0.9,-0.6,-1,·,-14
Cc1ccc(S(=O)(=O)CCC(=O)Nc2nc(-c3ccncc3)cs2)cc1,-4,-4,i,9,-0.4,1.4,-4,0.9,-2
Cc1nc(S/C(=C/c2ccc(-c3ccc(C(=O)O)cc3)o2)C(=O)O)n[nH]1,-8,1,-0.2,-5,-0.9,-0.4,-2,-2.1,-8
COc1ccc(Cn2c(-c3ccc(C)cc3)nc3c(c(=O)c4ccccc4n3C)c2=O)cc1,2,0,-0.4,5,0.1,0.7,-1,-0.2,-18
O=C(Cc1c[nH]c2ccccc12)N[C@@H](Cc1c[nH]c2ccccc12)C(=O)O,10,-1,-10,-10,0.5,1.8,-9,0.7,2
CCOC(=O)c1ccc(-n2c(CCC(=O)O)ccc2-c2cccs2)cc1,4,3,0.0,-8,0.0,3.7,8,0.2,3
CCOc1ccnc2c1c(=O)n(Cc1cc(OC)cc(OC)c1)c(=O)n2C,3,0,i,-2,2.7,-1.7,0,2.0,9
COc1ccc(Cl)cc1S(=O)(=O)n1ccnc1,6,-3,-0.7,-2,-1.9,3.3,23,1.2,-8
O=C(NCCCn1ccnc1)/C(=C/c1ccccc1)NC(=O)c1ccccc1,-9,-4,i,1,-0.4,0.3,-3,2.7,9
CCc1ccc(S(=O)(=O)Nc2nccs2)cc1,8,-2,-1.0,4,-0.2,-3.5,0,2.3,-7
Cc1cccnc1CN1CCN(C(=O)c2cc(COc3ccc4ncccc4c3)on2)CC1,24,-4,-0.6,28,-0.3,-0.5,-2,0.9,5
CCOc1ccc(NC(=O)CSc2nnc(Cc3ccccc3)c(=O)n2N)cc1,4,·,-2.3,4,0.3,-2.6,2,1.1,-4
CCN(CC)S(=O)(=O)c1cccc(NC(=O)c2ccc(-n3nc(C)cc3C)cc2)c1,6,9,1.1,8,-0.4,-0.1,-4,·,20
CCn1nnc(NC(=O)COc2ccc([N+](=O)[O-])cc2)n1,-5,5,-0.5,-1,-0.8,-0.6,4,1.4,0
O=C(N/N=C/c1c(O)n(-c2ccccc2Cl)c(=O)c2ccccc12)C1COc2ccccc2O1 (stereo not given),·,2,-0.1,1,4.4,-0.3,-2,·,·
COc1ccc(N2CCN(C(=O)Cc3ccc(-n4c(=O)[nH]c5ccccc5c4=O)cc3)CC2)cc1,-1,6,i,18,-0.6,-0.8,-1,·,9
O=C(c1cnccn1)N(Cc1ccco1)C1(C(=O)NC2CCCC2)CCCCC1,-2,1,2.9,-5,0.1,1.7,-1,·,-20
CCCCC(CC)CNC(=O)C(=O)C1C(=O)Nc2ccccc21 (stereo not given),6,4,-1.4,-14,2.0,-0.5,-2,-9.9,3
Fc1ccc(-c2csc3ncnc(N4CCN(c5ccccc5)CC4)c23)cc1,8,4,i,-8,-3.3,-0.1,12,-0.6,11
CN1CCC(OC(=O)c2cccc(Br)c2)CC1,-1,-2,i,1,0.6,2.6,0,·,-14
CC1C(=O)N(Cc2cn(CC3CCCCC3)nn2)CCS(=O)(=O)N1Cc1ccc(-c2ccccc2)cc1 (stereo not given),-11,·,-0.4,45,·,0.0,-8,1.5,·
CCOc1c(CNc2nnnn2C)cccc1OC,-3,7,-2.3,1,0.3,-0.1,-2,0.9,-6
CN(C)c1ccc(C(CNS(=O)(=O)c2ccc3ccccc3c2)N2CCOCC2)cc1 (stereo not given),0,·,i,23,-0.7,-0.1,-1,0.5,19
Cn1c(NC(=O)c2ccc3c(c2)OCO3)cc(=O)n(C)c1=O,8,-5,-0.2,0,-1.3,-0.1,3,-1.8,-1
O=C(N/N=C/c1cccc2ccccc12)c1cccc(F)c1,1,0,i,4,1.8,-0.8,-3,1.4,·
NC(=O)C1CCN(C2CC(=O)N(Cc3cccs3)C2=O)CC1 (stereo not given),-4,-1,i,-8,2.5,0.8,-2,0.4,-14
CCN1CCN(C(c2cccs2)C(C)NC(=O)C(C)C)CC1 (stereo not given),11,4,-0.2,-5,0.4,-0.1,2,1.2,-5
Cc1cc(NC(=O)c2cc(C(C)C)on2)nn1Cc1ccc(Cl)cc1,8,1,-0.2,31,12,-0.2,-17,-3.8,-9
CCCCNC(=O)C1CCN(S(=O)(=O)N2CCCCCC2)CC1,-3,0,-0.2,-4,0.6,1.2,2,·,10
O=C(c1cnn(C(=O)c2cccc(S(=O)(=O)N3CCOCC3)c2)c1)c1ccccc1O,0,-1,-0.7,-7,-0.3,-0.5,-1,-1.3,-3
COc1ccc(-c2c(C(C)=O)c(C)nc3sc4c(=N)n(N)cnc4c23)cc1,-1,5,-0.2,0,0.2,0.1,1,·,-5
Cc1ccc(CNC(C)(C)CO)cc1,1,-1,i,2,-0.6,0.4,0,·,-2
Cc1cc(SCC(=O)Nc2ccc3[nH]c(=O)[nH]c3c2)nc2ccccc12,-2,·,2.9,-6,0.0,0.4,-1,1.9,-12
COc1c(C)cc(S(=O)(=O)N2CCCC2)c(C)c1C,-2,-3,-0.4,4,-0.8,-1.9,-2,·,-16
Cn1cc([N+](=O)[O-])c(C(=O)Nc2sc3c(c2C#N)CCC3)n1,-3,0,i,0,-0.3,-0.9,-3,2.1,11
O=C(NCC1CC1)c1onc(CSc2ccncc2)c1C(=O)NCC1CC1,5,·,-0.7,7,0.6,0.2,0,0.5,-9
O=C(Oc1coc(CSc2ncccn2)cc1=O)c1ccc(Br)o1,3,0,i,2,0.7,0.7,3,0.0,-11&-3
O=C(c1ccco1)N1CCN(C(=S)Nc2ccc(F)c(Cl)c2)CC1,3,-1,i,-7,-0.5,-2.4,0,-0.3,-5
COC(=O)c1cc(NC(=O)CC2SCCNC2=O)cc(C(=O)OC)c1 (stereo not given),-1,-5,0.4,-6,-2.0,-0.3,0,·,-5
COc1cccc(-c2cc(C(=O)N3CCN(c4ccc(F)cc4)CC3)no2)c1,-6,1,-0.3,13,-1.1,1.3,-4,-0.2,11
Cc1ccc(NC(=O)C2C3CCC(O3)C2C(=O)O)c(Br)c1 (stereo not given),-2,1,-0.2,-7,0.0,-1.4,1,0.2,-1
CCCCN(CCCC)Cc1ccc(C(=O)NNC(=O)Nc2ccccc2)o1,2,4,-0.3,-10,-0.8,-1.2,-4,1.4,-1
Cc1nnc(N2C(=O)C(O)=C(C(=O)c3ccco3)C2c2cccc3ccccc23)s1 (stereo not given),-10,3,-1.6,-7,0.3,·,·,-0.1,1
O=C(CSc1nc2ccccc2c(=O)n1-c1ccccc1)NC(=O)CN1CCCC1=O,4,-9,-1.0,2,-1.1,-0.3,1,1.8,-8

# (listing goes on)
SMILES,PrPC TRFRET,3CLpro inhibitor,BH1578 lux ind,Yp Topo-I inh,PfHsp40 yeast,BoNT A protease,Anthrax LF inh2,TcdB GH inh,SSB-PriA inh
O=C(O)Cc1cc(=O)[nH]n(-c2ccccc2)c1=O,-5,·,i,4,-0.8,-0.1,5,6.0,-5
O=C(O)c1ccccc1SSc1ccccc1C(=O)O,6,1,-5.6,-2,-0.4,-2.1,15,0.1,-9
O=C(CCC1CCCC1)NNC(=O)c1cccc(Cl)c1,4,-4,-0.4,-15,0.2,-1.9,-2,0.9,-3
O=C(COC(=O)Cc1ccc(Cl)cc1Cl)NCc1ccccc1,-6,·,i,4,·,-0.2,1,-0.2,·
COc1ccc(N=C2NN=C(c3c(C)[nH]c4ccccc34)CS2)cc1,12,4,-0.1,-15,1.6,3.0,-2,-0.4,14
CCOC(=O)c1c(C)[nH]c(C(=O)CN2C(=O)NC3(CCCC3)C2=O)c1C,11,2,-0.2,4,2.3,0.4,8,0.0,-12
Cc1nc2ccc(N)nc2nc1C,4,·,-4.5,0,-0.1,0.0,-1,0.5,-10
Cc1ccc(S(=O)(=O)c2ccc(Cl)cc2)cc1S(=O)(=O)NC(C(=O)O)C(C)C (stereo not given),1,8,-0.3,4,1.2,-0.5,-1,·,-20

# Shown with each value named: 4 of the compounds above.
> O=C(O)c1ccccc1SSc1ccccc1C(=O)O
- PrPC TRFRET: 6
- 3CLpro inhibitor: 1
- BH1578 lux ind: -5.6
- Yp Topo-I inh: -2
- PfHsp40 yeast: -0.4
- BoNT A protease: -2.1
- Anthrax LF inh2: 15
- TcdB GH inh: 0.1
- SSB-PriA inh: -9

> O=C(CCC1CCCC1)NNC(=O)c1cccc(Cl)c1
- PrPC TRFRET: 4
- 3CLpro inhibitor: -4
- BH1578 lux ind: -0.4
- Yp Topo-I inh: -15
- PfHsp40 yeast: 0.2
- BoNT A protease: -1.9
- Anthrax LF inh2: -2
- TcdB GH inh: 0.9
- SSB-PriA inh: -3

> O=C(COC(=O)Cc1ccc(Cl)cc1Cl)NCc1ccccc1
- PrPC TRFRET: -6
- 3CLpro inhibitor: ·
- BH1578 lux ind: i
- Yp Topo-I inh: 4
- PfHsp40 yeast: ·
- BoNT A protease: -0.2
- Anthrax LF inh2: 1
- TcdB GH inh: -0.2
- SSB-PriA inh: ·

> COc1ccc(N=C2NN=C(c3c(C)[nH]c4ccccc34)CS2)cc1
- PrPC TRFRET: 12
- 3CLpro inhibitor: 4
- BH1578 lux ind: -0.1
- Yp Topo-I inh: -15
- PfHsp40 yeast: 1.6
- BoNT A protease: 3.0
- Anthrax LF inh2: -2
- TcdB GH inh: -0.4
- SSB-PriA inh: 14
